# FBW7 act: activators of human E3 ligase FBW7 | Q969H0 | normalized activity (activation), % at 26.1 µM | 650,000 compounds, 0.13% hits | AlphaScreen FBW7–phospho-cyclin E peptide binding, activator screen; in the data active = normalized activity above about 1.9%;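 note: purified mutant Fbw7 with reduced substrate affinity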
# Target sequence (Q969H0 whole entry, looked up): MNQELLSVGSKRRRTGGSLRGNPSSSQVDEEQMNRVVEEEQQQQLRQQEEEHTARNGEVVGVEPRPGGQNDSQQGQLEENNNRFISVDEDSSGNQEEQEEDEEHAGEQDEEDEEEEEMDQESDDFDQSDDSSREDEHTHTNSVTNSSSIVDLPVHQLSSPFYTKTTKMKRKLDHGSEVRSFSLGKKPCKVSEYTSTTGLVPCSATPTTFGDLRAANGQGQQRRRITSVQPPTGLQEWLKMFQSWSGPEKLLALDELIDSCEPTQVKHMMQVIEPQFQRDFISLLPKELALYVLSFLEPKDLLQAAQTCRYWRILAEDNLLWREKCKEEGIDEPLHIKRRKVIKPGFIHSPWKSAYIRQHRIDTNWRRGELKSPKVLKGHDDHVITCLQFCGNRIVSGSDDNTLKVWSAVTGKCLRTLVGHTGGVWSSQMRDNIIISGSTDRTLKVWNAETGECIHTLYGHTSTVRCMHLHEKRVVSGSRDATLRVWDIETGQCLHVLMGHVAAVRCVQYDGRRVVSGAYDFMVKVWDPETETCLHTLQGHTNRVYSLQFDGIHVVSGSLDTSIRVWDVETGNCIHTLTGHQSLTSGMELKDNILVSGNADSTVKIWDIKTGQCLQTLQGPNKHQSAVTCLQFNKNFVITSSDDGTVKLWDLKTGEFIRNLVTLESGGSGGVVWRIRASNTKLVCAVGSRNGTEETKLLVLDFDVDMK
# MITF inh: blocks human microphthalmia-associated transcription factor; O75030; 650,000 compounds, 0.91% hits; inhibition, % at 2.6 µM; AID 1259374; AlphaScreen MITF homodimerization, bead proximity signal; in the data active = inhibition above about 50%;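 note: 0% = vehicle wells with protein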
# GPR151 ag: activates the human receptor GPR151. Q8TDV0. PathHunter beta-arrestin GPR151 cells, luminescence. activation, % at 11.2 µM. 650,000 compounds, 1% hits. AID 1508602; in the data active = activation above about 4.9%;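 note: 0% = median of compound wells and 100% = cells with positive control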
# Target sequence (Q8TDV0 whole entry, looked up): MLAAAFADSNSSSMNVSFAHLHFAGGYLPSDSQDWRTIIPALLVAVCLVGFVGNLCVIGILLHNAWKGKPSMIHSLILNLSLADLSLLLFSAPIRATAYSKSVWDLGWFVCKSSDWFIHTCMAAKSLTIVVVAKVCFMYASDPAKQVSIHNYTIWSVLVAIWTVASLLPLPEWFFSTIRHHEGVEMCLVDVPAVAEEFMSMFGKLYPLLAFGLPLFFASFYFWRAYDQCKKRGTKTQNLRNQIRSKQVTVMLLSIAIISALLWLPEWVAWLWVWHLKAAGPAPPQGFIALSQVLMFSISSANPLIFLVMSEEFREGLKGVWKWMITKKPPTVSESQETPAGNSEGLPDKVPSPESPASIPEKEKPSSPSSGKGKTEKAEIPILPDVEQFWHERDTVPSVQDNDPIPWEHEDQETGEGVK
# TEAD-YAP block: TEAD-YAP interaction inhibition; HEK-TIYL cells, TEAD-Gal4/YAP UAS-luciferase luminescence; inhibition, % at 9.12 µM; 640,000 compounds, 1.4% hits; in the data active = inhibition above about 32%;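 note: 0% = median of test compound wells and 100% = reference inhibitor wells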
# Active calls of the source: *.
SMILES,FBW7 act,MITF inh,GPR151 ag,TEAD-YAP block
COC(=O)c1ccccc1NC(=O)c1ccc(NC(=O)CCC(=O)O)cc1,0.2,7,-0.9,-1
COc1ccccc1CNC(=O)C(=O)NC(C)C,0.4,0,-1.2,10
Cc1ccc(C2=N/C(=C\c3ccc(N(C)C)cc3)C(=O)O2)cc1[N+](=O)[O-],0.2,6,1.3,4
CCSc1nc2sccn2c(=O)c1C(=O)Nc1cccc(N(C)C)c1,-0.7,-14,0.8,3
N#Cc1cc(N)c(Nc2ccccc2N)cc1C#N,0.5,11,0.0,-6
CN1CCC(N2CCN(c3ccccc3)C(=O)C2)CCC1=O (configuration not stated),0.2,3,-0.3,0
CCc1nn(CC(=O)NC2CCC(C)CC2)c(=O)c2cc3sccc3n12 (configuration not stated),0.2,-8,-0.1,6
Cc1ccc(S(=O)(=O)N2CCN(S(=O)(=O)c3ccc(C(C)(C)C)cc3)CC2)cc1,-0.2,-6,-0.6,1
O=C(CSc1nc2ccccc2c2nc(Cc3ccccc3)nn12)c1ccc(Br)cc1,0.0,-6,-0.6,-9
CCOc1ccc(Br)cc1/C=C1/C(=O)NN(c2ccccc2)C1=O,0.1,3,-0.4,15
CCCCOC(=O)C1=C(C)NC2=C(C(=O)CC(c3ccccc3)C2)C1c1ccco1 (configuration not stated),0.6,9,-0.5,3
O=C(NCCCn1ccnc1)C(F)(F)C(F)(F)C(=O)NCCCn1ccnc1,-0.2,4,-0.6,-6
CN(c1ccc(N2C(=O)C3CC=CCC3C2=O)cc1[N+](=O)[O-])C1CCCCC1 (configuration not stated),0.0,6,2.0,-3
CCc1ccc(C2c3c(oc4ccccc4c3=O)C(=O)N2c2nncs2)cc1 (configuration not stated),0.3,13,-1.1,-6
O=C(Nc1ccc(S(=O)(=O)N2CCc3ccccc32)cc1)C1CCCCC1,0.5,7,-0.8,8
CCOC(=O)c1c(NC(=O)c2cc(=O)c3ccccc3o2)sc2c1CCCC2,0.1,18,-0.4,1
Cn1ncc2c1ncn1nc(Cc3ccccc3)nc21,0.0,-11,-0.2,-13
COc1c2ccoc2c(OC)c2oc(=O)ccc12,0.1,14,0.8,4
CCOc1ccc(Cc2n[nH]c(=S)n2N)cc1,0.1,8,0.0,-9
O=C(c1ccc(OCc2nc(-c3ccco3)cs2)cc1)N1CCC2(CC1)OCCO2,0.1,0,0.4,4
CCOC(=O)N1CCN(C(=O)c2ccc3nc(N4CCC(C)CC4)sc3c2)CC1,-0.1,-4,0.2,3
CCc1ccc(CC)c(S(N)(=O)=O)c1,-0.2,4,0.5,1
CC(C)Cn1cc(C(=O)NC(C)C)c(=O)c(C(=O)N2CCC(C)CC2)c1,0.0,-9,-2.2,-4
CC1(C)CC(=O)C(C(c2cccs2)C2C(=O)CC(C)(C)CC2=O)C(=O)C1,0.0,2,0.7,-1
CCN(CC)S(=O)(=O)c1ccc(-c2csc(Nc3ccc4c(c3)OCO4)n2)cc1,0.0,-14,2.6,7

# The list goes on:
SMILES,FBW7 act,MITF inh,GPR151 ag,TEAD-YAP block
CC1CCN(Cc2nnnn2CCCC(=O)NCC(F)(F)F)CC1,0.0,7,-0.2,0
CC1CCN(c2ccc(NC(=O)c3cccnc3Cl)cc2)CC1,-0.2,10,-0.1,-15
CCNC(=O)COc1ccc(F)cc1C(=O)c1cnn(-c2ccccc2)c1,0.2,-5,0.7,-56
O=C1c2ccccc2NC(c2ccc3c(c2)OCO3)N1O (configuration not stated),0.0,9,-0.9,-25
CCOc1ccc(N(CCC#N)S(=O)(=O)c2ccc(NC(C)=O)cc2)cc1,0.0,-1,-0.2,0
CC(=O)c1c(C)[nH]c(C(=O)N2CCN(c3ccccn3)CC2)c1C,-0.2,-4,-1.7,0
CCOC(=O)N1CCC(NC(=O)c2cc(Sc3ccc(Cl)cc3)nc3ccccc23)CC1,0.0,12,-0.5,1
Cc1cc(NC2=CC(=O)CC(C)(C)C2)ccc1Br,-0.2,-23,0.1,-2
COc1cccc(NC(=O)CSc2nc3c(sc(=S)n3-c3ccc(Cl)c(C)c3)c(=O)n2-c2ccc(C)cc2)c1,0.0,6,-0.9,1
Cc1ccc2c(c1)c(-c1ccccc1)c(-c1ccccc1)n2CC(O)CN1C(=O)c2ccccc2S1(=O)=O (configuration not stated),0.0,5,-0.1,6
O=C(Cn1ccc(=NCc2ccccc2)cc1)c1ccc(I)cc1,-0.1,-10,1.0,66*
Cc1cc(=O)oc2cc(OC(=O)c3cccc(Cl)c3)ccc12,-0.1,4,0.6,-2
COc1cc2cc(C)c(SCC(=O)N3CC(=O)Nc4ccccc43)nc2cc1OC,0.1,15,0.0,9
Cc1ccc(NC(=O)Cn2cc3c(n2)CCCC3)c(Cl)c1,0.0,9,0.0,0
O=C(NC1CCCC1)C(c1cccs1)N(C(=O)C(F)(F)F)C1CC1 (configuration not stated),-0.1,-3,-1.0,1
COC(=O)C(Cc1c[nH]c2ccccc12)NC(=O)C(=O)c1c(C)[nH]c2ccccc12 (configuration not stated),0.1,8,6.9*,3
CCCOc1ccc(CNS(=O)(=O)c2ccc(C)cc2)cc1OCC,0.1,9,-0.4,-10
CCOc1ccc(-n2c(N)c(C(=O)Nc3ccc(C)cc3)sc2=S)cc1,0.3,5,-0.1,1
O=C(c1cccc(Cl)c1)N1CCN(Cc2cccnc2)CC1,-0.1,59*,-0.8,8
Cc1c(C(=O)N(C)Cc2ccccc2)sc2ncn(CC(=O)N3CCC(C)CC3)c(=O)c12,-0.1,4,2.0,-4
COC(CNC(=O)CCCn1c(=S)[nH]c2cc3c(cc2c1=O)OCO3)OC,0.1,0,-2.0,-18
COc1ccc(CCNC(=O)c2ccc3c(c2)nc(SCc2ccc(Cl)cc2)n2c4ccccc4nc32)cc1OC,0.1,-13,-0.7,9
O=C(CSc1nc(-c2ccccc2)c2cc(Cl)ccc2n1)N1c2ccccc2Sc2ccccc21,0.3,6,-0.4,3
Cc1cc(/C=C2/NC(=O)N(c3ccc(Cl)cc3)C2=O)c(C)n1-c1cccnc1,-0.1,-1,1.4,-21
CCc1cc2cc3c(cc2nc1SCC(=O)Nc1c(C)[nH]c(=O)[nH]c1=O)OCCO3,0.1,4,-1.2,-1

# Looked up one by one from the entries so far, 3 records:
SMILES,FBW7 act,MITF inh,GPR151 ag,TEAD-YAP block
CCc1cc2cc3c(cc2nc1SCC(=O)Nc1c(C)[nH]c(=O)[nH]c1=O)OCCO3,0.1,4,-1.2,-1
Cc1c(C(=O)N(C)Cc2ccccc2)sc2ncn(CC(=O)N3CCC(C)CC3)c(=O)c12,-0.1,4,2.0,-4
O=C(NC1CCCC1)C(c1cccs1)N(C(=O)C(F)(F)F)C1CC1 (configuration not stated),-0.1,-3,-1.0,1

# For reference, 4 of the compounds above:
SMILES,FBW7 act,MITF inh,GPR151 ag,TEAD-YAP block
CC1CCN(Cc2nnnn2CCCC(=O)NCC(F)(F)F)CC1,0.0,7,-0.2,0
CC1CCN(c2ccc(NC(=O)c3cccnc3Cl)cc2)CC1,-0.2,10,-0.1,-15
CCNC(=O)COc1ccc(F)cc1C(=O)c1cnn(-c2ccccc2)c1,0.2,-5,0.7,-56
O=C1c2ccccc2NC(c2ccc3c(c2)OCO3)N1O (configuration not stated),0.0,9,-0.9,-25

# (more compounds)
SMILES,FBW7 act,MITF inh,GPR151 ag,TEAD-YAP block
COc1ccc(CN2CCN(CC(C)(C)C)C(CCO)C2)c(OC)c1OC (configuration not stated),0.1,9,-0.9,9
CCCNS(=O)(=O)c1ccc(OC)c2ccccc12,-0.1,-2,2.2,-6
O=C(NCc1ccccc1)C(=O)c1c(O)[nH]c2ccccc12,-0.1,-1,-0.6,4
Nc1nnc(SCC(=O)Nc2cc(Cl)ccc2O)s1,-0.1,-2,1.7,-4
CCCNC(=O)c1cnc(-c2ccc(N3CCN(C)CC3)cc2)s1,0.0,-2,0.1,-31
Cc1ccc(NC(=O)C2C3NC(=S)NC2(C)Oc2ccc(C)cc23)c(C)c1 (configuration not stated),0.1,23,-1.5,-10
COc1ccc(CN2CCN(C(=O)c3c(OC)cccc3OC)CC2)c(OC)c1,-0.1,12,2.3,2
CN(Cc1ccccc1)S(=O)(=O)c1cc(F)ccc1CN1C(=O)c2cccnc2C1=O,0.0,3,-3.0,-9
O=C(Nc1ccc2c3c(cccc13)CC2)c1ccc(S(=O)(=O)N2CCc3ccccc3C2)cc1,0.0,4,1.1,1
Cc1ccccc1NC(=O)CSC1=C(C#N)C(c2ccc(Cl)cc2)CC(=O)N1 (configuration not stated),0.7,-6,-0.5,-4
CCC(=O)Nc1nnc(SCc2cc(=O)c(OC(=O)Cc3cccs3)co2)s1,0.1,20,-0.1,3
Cc1c(Cl)cccc1NC(=O)CN1C(=O)C2C3CCC(C3)C2C1=O (configuration not stated),-0.1,-4,-0.4,0
CCN1C=CC=C/C1=C1\SC(=S)N(C)C1=O,0.0,12,7.3*,2
CCOc1ccc(N=C2NC(=O)S/C2=C\c2ccc(OC)cc2)cc1,-0.1,-11,0.1,-10
Cn1c(/N=C/c2ccc3c(c2)OCO3)nc2ccccc21,0.0,0,-0.6,-11
CN(C)C(=O)c1cn(-c2ccccc2)nc1-c1cccs1,-0.2,-1,2.2,-4
CCOc1ccc(NC(=O)CCN2CCN(S(=O)(=O)c3cc(Cl)ccc3OC)CC2)cc1,0.0,15,-1.3,12
COc1ccc(C2C(C#N)=C(N)Oc3n[nH]c(-c4cccs4)c32)c(OC)c1OC (configuration not stated),-0.1,38,-0.3,4
CCOc1cc(C=O)ccc1OC(=O)c1ccc(Cl)c([N+](=O)[O-])c1,0.0,-14,0.2,3
CCOC(=O)COc1ccc2c3c(c(=O)oc2c1OCC(=O)OCC)CCC3,0.4,-2,-2.5,-1
COc1ccc(-n2nc([N+](=O)[O-])c(=NCc3ccccc3)n2O)cc1,-0.3,8,1.4,-31
CCOc1ccccc1OC(=O)c1ccccc1[N+](=O)[O-],0.0,9,-0.1,4
O=C(Nc1ccc(Br)cc1)c1ccc(F)c(S(=O)(=O)NCCc2ccccc2)c1,0.1,-8,-0.9,9
O=C(Nc1c2c(nn1-c1ccc(F)cc1)CSC2)c1ccc(Cl)cc1Cl,-0.2,10,0.5,-8
O=c1c2sccc2nc(SCc2ccccc2Cl)n1Cc1ccccc1F,-0.1,-1,1.0,-8

# (further entries)
SMILES,FBW7 act,MITF inh,GPR151 ag,TEAD-YAP block
O=C(c1ccc(Oc2ccc([N+](=O)[O-])cc2Cl)cc1)N1CCCC1,-0.2,4,1.1,13
COc1ccc(NC(=O)CSc2nnc(NC(=O)C3CCCCC3)s2)cc1OC,-0.1,-13,0.5,-17
O=C(c1ccc(Br)c(S(=O)(=O)N2CCOCC2)c1)N1CCCc2ccccc21,-0.1,3,-0.7,16
O=C(CCN1C(=O)/C(=C\c2cccs2)SC1=S)N1CCOCC1,-0.1,2,0.7,0
Cc1ccc(C)c(N2CCN(C(=O)c3c[nH]c4ccc(S(=O)(=O)N5CCC(C)CC5)cc4c3=O)CC2)c1,-0.1,7,-0.6,2
Cc1cccc(NC(=O)CSc2nc(-c3cccs3)cc(C(F)(F)F)c2C#N)c1C,0.2,10,0.1,11
O=C(CCC1=NS(=O)(=O)c2cc(Br)cnc2N1)N1CCCCC1,-0.1,-1,-2.8,1
O=C(Oc1ccc2ccccc2c1)c1cncc(Br)c1,-0.1,-5,0.3,-1
CCOC(=O)CNC(=O)Cn1cnc2c(nnn2-c2cccc(OC)c2)c1=O,0.6,13,-0.8,10
COc1ccccc1N1CCN(C(=O)c2ccc(C#CC(C)(C)O)cc2)CC1,0.1,2,-1.1,1
CCN(CC(=O)Nc1ccccc1OC)CC(=O)Nc1ccccc1-c1ccccc1,-0.5,82*,0.1,44*
CCSCCOC(=O)C1=C(C)NC(=O)CC1c1ccc(Cl)cc1Cl (configuration not stated),0.7,17,-0.8,-1
Cc1cc2nn(-c3ccccc3)nc2cc1NC(=O)c1cccc(Cl)c1,1.8,26,-0.4,-12
CCCc1ccc(OCC(=O)Nc2ccccc2C(N)=O)cc1,0.2,0,0.1,-50
NS(=O)(=O)c1ccc(CCNS(=O)(=O)c2ccc(Cl)cc2C(F)(F)F)cc1,-0.2,0,-0.7,1
Cc1cc(C)c2sc(NC(=O)CC3CCCCC3)nc2n1,-0.1,4,0.2,3
CC1CCN(CCCNc2ccc(C(=O)Nc3cc(F)cc(F)c3)cc2[N+](=O)[O-])CC1,-0.1,3,-1.0,-4
Cn1c(=O)c2cc(C(=O)N/N=C/c3ccc(O)c(O)c3)c(N)nc2n(C)c1=O,-0.3,13,1.0,4
COC(=O)c1ccc(-n2c(C)cc(/C=C3\NC(=S)NC3=O)c2C)cc1,0.1,2,-0.4,3
O=C(Nc1cccc(N2CCC(NCC3(O)CCCCC3)CC2)c1)c1ccncc1,0.0,-7,0.2,2
CCOc1ccc(NC(=O)c2cccc(O)c2)cc1,0.0,7,-5.7,80*
O=C(CSc1nnnn1-c1ccccc1)NCCc1ccccc1,-0.1,6,0.4,3
O=C(CCn1c(SCc2ccccc2Cl)nc2cc3c(cc2c1=O)OCO3)NCc1ccc2c(c1)OCO2,0.2,2,0.0,-2
Cc1cccc(NC(=O)C2Cc3ccccc3CN2S(=O)(=O)c2cccs2)c1 (configuration not stated),0.0,1,-0.3,0
N#Cc1c(/N=C/c2ccccc2O)sc2c1CCC2,-0.3,-5,2.0,1
Cc1cc(I)ccc1NC(=O)COc1ccc(Cl)cc1C,0.0,10,-0.6,-3
CSCCC(=O)N1CCCC(CNC(=O)c2ccc(-c3ccccc3)cc2)C1 (configuration not stated),-0.2,-1,0.8,-6
Cc1cccc(OCC(=O)Nc2ccccc2F)c1,0.0,-2,0.0,-49
COc1ccc([N+](=O)[O-])cc1NC(=O)c1sc2ncn(CC(=O)N3CCC(C)CC3)c(=O)c2c1C,1.2,16,-0.9,-5
Cc1ccc(C)n1-c1cc(C(=O)O)ccc1O,-1.2,47,-1.2,-1

# Screening data as filed in PubChem BioAssay.
